Source: PubChem (Southern Research Specialized Biocontainment Screening Center)
H1N1 NS1A inhibition: H1N1 influenza NS1A inhibitors, functional cell based assay (AID 504329); inhibition, % at 12.5 µM, or IC50 in µM where a hit was titrated; 340,000 compounds, 0.3% hits; NS1A functional cell-based assay, percent inhibition; higher % means a stronger effect; in the data active means a potency from the dose series; inconclusive means inhibition above about 27% without an active follow-up result; further: strong numbers were not always called active
PhoP GFP inhibition: Inhibition of PhoP regulon, Salmonella typhi GFP reporter cells, confirmation, 4 h (AID 1850) | Salmonella Typhi PhoP-promoter GFP reporter, fluorescence, 4 h; higher % means a stronger effect | inhibition, % at 50 µM; hits with a dose series show IC50 in µM | 310,000 compounds, 0.33% hits; in the data active means a potency from the dose series; inconclusive means inhibition mostly from about 25% at the one dose, without a potency; inactive means the rest, 99 in 100 with inhibition below about 19%;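 further: 0% = induced wells with vehicle and 100% = uninduced wells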
M. tuberculosis: growth inhibition of non-replicating M. tuberculosis (AID 488890); Mycobacterium tuberculosis non-replicating, growth inhibition; higher % means a stronger effect; 320,000 compounds, 0.39% hits; inhibition, % at 25 µM; hits with a dose series show IC50 in µM; in the data active means a potency from the dose series; inconclusive means inhibition mostly from about 82% at the one dose, without a potency; inactive means the rest, 99 in 100 with inhibition below about 76%;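 further: plate controls were DMSO cells for no effect and high antibiotic wells for full effect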
VEEV TC-83 Vero: inhibitors of VEEV TC-83 cytopathic effect, confirmation, Vero cells (AID 588727). inhibition, % at 20 µM; hits with a dose series show IC50 in µM. 350,000 compounds, 0.13% hits. Vero cells, VEEV TC-83 cytopathic effect inhibition; higher % means a stronger effect; in the data active means a potency from the dose series; inconclusive means inhibition mostly from about 14% at the one dose, without a potency; inactive means the rest, 99 in 100 with inhibition below about 12%; further: strong numbers were not always called active
M. tuberculosis HTS: M. tuberculosis growth inhibition, HTS (AID 449762) | M. tuberculosis H37Rv growth inhibition, 7H9 media; higher % means a stronger effect | one-dose inhibition, % at 25 µM; IC50 in µM for titrated hits | 330,000 compounds, 0.59% hits; in the data active means a potency from the dose series; inconclusive means inhibition above about 70% without an active follow-up result;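 further: bacterial growth assessed after seven days of incubation; strong numbers were not always called active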
VEEV TC-83 Vero 10K pilot screen: further read-out of VEEV TC-83 Vero, marked with its call; inhibition, %; measured here: 10K pilot screen inhibition
* hit, by the source's call; i = inactive; u = inconclusive; x = not tested or not shown.

SMILES	H1N1 NS1A inhibition	PhoP GFP inhibition	M. tuberculosis	VEEV TC-83 Vero	M. tuberculosis HTS	others
CCc1ccc2nc(-c3cccc(C)c3)nc(SCC(=O)NCC3CCCO3)c2c1 (stereo unspecified)	-5.3%	7.4%	10.3%	i	0.3%
Cc1[nH]n(-c2ccc([N+](=O)[O-])cc2)c(=O)c1C=NCCN1CCN(C(=O)c2cccc(F)c2)CC1	1.4%	-0.6%	-5.9%	2.5%	-2.6%
Cc1ccc(N(CC(=O)Nc2ccc(S(=O)(=O)N3CCOCC3)cc2)S(C)(=O)=O)cc1C	5.8%	7.1%	-2.1%	6.2%	-0.9%
CCOC(=O)c1[nH]c(C)c(C(=O)NC2CCCCCC2)c1C	-14.4%	-16.2%	6.0%	i	-4.5%
CCOC(=O)c1ccc(NS(=O)(=O)c2ccc3oc(=O)[nH]c3c2)cc1	5.3%	8.8%	12.8%	0.1%	0.4%
O=C(NCc1ccccn1)c1ccc(Cl)c(S(=O)(=O)NCc2ccccc2)c1	-5.9%	x	9.9%	2.2%	2.8%
COc1ccc(Cl)c(Cn2c(NCCCO)nc3c2c(=O)n(C)c(=O)n3C)c1	-0.3%	-8.9%	2.9%	2.4%	-4.8%
N#Cc1ccsc1NC(=O)COC(=O)c1cc(Br)ccc1O	2.4%	4.1%	22.1%	i	2.6%
Cc1noc(C)c1C(=O)NCC1COc2ccccc2O1 (stereo unspecified)	-7.7%	x	-7.7%	0.1%	-5.9%
COc1cc(C=O)ccc1OCC(=O)Nc1ccccc1N1CCOCC1	-10.3%	-3.5%	3.1%	4.0%	-4.8%
Cc1ccc(CNC(=O)Cn2nnc(C(=O)Nc3cccc(C)c3C)c2N)cc1	0.6%	3.1%	-4.0%	3.6%	5.3%
Fc1ccc(-c2cc3nc(-c4ccccc4)cc(N4CCOCC4)n3n2)cc1	-3.4%	3.8%	-15.1%	1.4%	-0.9%
CC(C(=O)Nc1ccc(S(=O)(=O)N2CCCCC2)cc1)N1CCN(c2ccccn2)CC1 (stereo unspecified)	x	-4.2%	-7.6%	x	12.7%
CC(=O)CSc1nc2ccccc2o1	1.9%	-15.4%	47.8%	0.5%	2.1%
O=Cc1c(N2CCN(c3cccc(Cl)c3)CC2)nc2ccccn2c1=O	34.3%	-6.1%	-1.1%	5.4%	-10.0%
CN1CCN(C(=O)c2cccn(Cc3c(Cl)cccc3Cl)c2=O)CC1	-1.2%	3.1%	-6.8%	0.3%	5.1%
Cc1cccc(CSCc2ccc(C(=O)NC(C)C)o2)c1	-13.1%	2.7%	60.5%	i	-1.6%
CCOCCCNC(=O)C(c1ccc(OC)cc1)N(Cc1cccs1)C(=O)CNC(C)=O (stereo unspecified)	7.6%	-12.2%	-23.0%	i	3.8%
COC(=O)c1c(NC(=O)Cn2nc(C(F)F)cc2C(F)F)sc(C)c1C	2.9%	10.7%	20.2%	i	7.2%
Cc1cccc(C(=O)NCC(=O)NNC(=O)c2ccccc2O)c1	-6.7%	-4.2%	-20.6%	3.4%	7.5%
O=C1CSC(c2cccc([N+](=O)[O-])c2)N1c1ccccc1 (stereo unspecified)	2.6%	0.7%	4.3%	5.3%	-4.7%
Cn1c(SCC(=O)NC2CCCCCC2)nnc1-c1cccs1	6.7%	11.9%	-11.9%	0.1%	-1.6%
O=C(O)c1ncc(-c2ccccc2)cn1	35.7%	4.6%	0.9%	i	-7.5%
CC1CCc2cc(F)cc3c(O)c(C(=O)NCC4CCCO4)c(=O)n1c23 (stereo unspecified)	-4.8%	2.2%	-1.8%	11.4%	-10.7%
COc1ccc(N2CCN(C(=S)Nc3cc(C)cc(C)c3)CC2)cc1	-2.9%	6.0%	-8.7%	1.7%	-3.4%

2 records drawn at random from the list so far, as already listed:
SMILES	H1N1 NS1A inhibition	PhoP GFP inhibition	M. tuberculosis	VEEV TC-83 Vero	M. tuberculosis HTS	others
O=C1CSC(c2cccc([N+](=O)[O-])c2)N1c1ccccc1 (stereo unspecified)	2.6%	0.7%	4.3%	5.3%	-4.7%
Cc1ccc(CNC(=O)Cn2nnc(C(=O)Nc3cccc(C)c3C)c2N)cc1	0.6%	3.1%	-4.0%	3.6%	5.3%

Structural class: the entries above with four or more nitrogen atoms
SMILES	H1N1 NS1A inhibition	PhoP GFP inhibition	M. tuberculosis	VEEV TC-83 Vero	M. tuberculosis HTS	others
Cc1[nH]n(-c2ccc([N+](=O)[O-])cc2)c(=O)c1C=NCCN1CCN(C(=O)c2cccc(F)c2)CC1	1.4%	-0.6%	-5.9%	2.5%	-2.6%
COc1ccc(Cl)c(Cn2c(NCCCO)nc3c2c(=O)n(C)c(=O)n3C)c1	-0.3%	-8.9%	2.9%	2.4%	-4.8%
Cc1ccc(CNC(=O)Cn2nnc(C(=O)Nc3cccc(C)c3C)c2N)cc1	0.6%	3.1%	-4.0%	3.6%	5.3%
Fc1ccc(-c2cc3nc(-c4ccccc4)cc(N4CCOCC4)n3n2)cc1	-3.4%	3.8%	-15.1%	1.4%	-0.9%
CC(C(=O)Nc1ccc(S(=O)(=O)N2CCCCC2)cc1)N1CCN(c2ccccn2)CC1 (stereo unspecified)	x	-4.2%	-7.6%	x	12.7%
O=Cc1c(N2CCN(c3cccc(Cl)c3)CC2)nc2ccccn2c1=O	34.3%	-6.1%	-1.1%	5.4%	-10.0%
Cn1c(SCC(=O)NC2CCCCCC2)nnc1-c1cccs1	6.7%	11.9%	-11.9%	0.1%	-1.6%

New compounds follow:
SMILES	H1N1 NS1A inhibition	PhoP GFP inhibition	M. tuberculosis	VEEV TC-83 Vero	M. tuberculosis HTS	others
CN(C)S(=O)(=O)c1cccc(NC(=O)C2Cc3ccccc3CN2C(=O)c2ccccc2)c1 (stereo unspecified)	10.6%	3.0%	24.9%	i	3.7%
O=C1CC(=O)Nc2cc(S(=O)(=O)NCc3cccs3)ccc2N1	-5.3%	4.0%	-24.9%	0.5%	4.0%
CCOc1ccc(NC(=O)CCCNC(=O)Cn2cnc3sc(C)c(C)c3c2=O)cc1	9.3%	-3.3%	-9.3%	i	-3.0%
O=C(CNC(=O)c1ccc(OC(F)F)cc1)NCC1(N2CCOCC2)CCCCC1	-10.3%	x	7.8%	2.6%	5.4%
Cc1ccc(C(=O)n2cc(CCN3CCS(=O)(=O)CC3)c3ccccc32)cc1	-6.5%	-3.2%	31.1%	0.7%	-4.3%
Cc1cc(-c2ccc(C(C)C)c(S(=O)(=O)N3CCN(c4ccccc4)CC3)c2)on1	1.0%	-4.6%	11.0%	1.0%	2.7%
CNC(=O)N(O)C1N(/N=C/c2cccnc2)C(=S)SC1(C)C (stereo unspecified)	1.7%	-5.6%	-6.7%	8.4%	3.6%
COc1ccc2c(c1)c(C(=O)CN1CCN(C)CC1)c(C)n2Cc1ccccc1	4.9%	2.2%	78.1%	1.4%	12.6%
O=C(Cc1c(C(=O)O)[nH]c2ccccc12)NCCN1CCN(c2cccc(Cl)c2)CC1	-4.1%	5.0%	-7.7%	0.6%	4.8%
O=C(CCCCC(=O)OC1CCCCC1)OC1CCCCC1	-8.6%	x	x	i	x
C/C(Cn1nnc([N+](=O)[O-])n1)=N\NC(=O)c1ccc(Cl)c(Cl)c1	13.1%	-4.6%	67.2%	1.9%	-11.9%
O=C(O)C1C2CC3OC(=O)C1C3C2 (stereo unspecified)	-5.0%	x	x	0.6%	x
CCOc1ccc(S(=O)(=O)N(CC(=O)O)c2ccc(C)cc2)cc1	-9.4%	-8.9%	-11.3%	i	-7.7%
CC(C)c1ccc(-c2nnn(CCC(=O)O)n2)cc1	-5.0%	1.1%	10.6%	i	-16.3%
CC(=O)N1CCN(S(=O)(=O)c2ccc(C)cc2)C1C (stereo unspecified)	-1.9%	2.5%	-2.4%	i	-3.7%
Cc1ccc(-c2nn(-c3ccccc3)cc2C(=O)Nc2ccc(C)c(S(=O)(=O)N3CCOCC3)c2)cc1	6.0%	-1.6%	-6.4%	5.8%	10.3%
CC(Sc1ccc(S(=O)(=O)N2CCN(C)CC2)cn1)C(=O)NC1(C#N)CCCCC1 (stereo unspecified)	-10.2%	x	x	0.7%	x
CSc1cccc(N2CC(C(=O)Nc3cccc(S(=O)(=O)N4CCCC4)c3)CC2=O)c1 (stereo unspecified)	-3.0%	5.2%	2.2%	9.8%	u
CC(C)OC(=O)/C(=C\c1ccccc1)NC(=O)c1ccccc1	0.8%	-5.9%	9.0%	1.1%	9.8%
CCCCC1(O)CC(C(F)(F)F)=NN1C(=O)COc1ccccc1 (stereo unspecified)	-0.8%	5.3%	u	0.2%	0.1%
COc1ccc(-n2c(CNC(=O)c3ccc(S(=O)(=O)N4CCCC4)cc3)n[nH]c2=S)cc1	11.2%	-3.1%	-10.3%	1.0%	0.9%
CN(C)c1ccc(NC(=O)CSc2n[nH]c(-c3ccco3)n2)cc1	-2.3%	-14.3%	32.1%	0.3%	-0.8%
CCCN(CC(=O)Nc1ccccc1OC)C(=O)c1cc(-c2ccccc2)nn1-c1ccccc1	-7.4%	x	55.4%	8.1%	7.5%
O=C(NCCC1CCCCN1S(=O)(=O)c1ccc(F)cc1)C(=O)NCc1ccncc1 (stereo unspecified)	4.1%	-5.6%	11.7%	0.8%	7.0%
CC1CC(C)CN(C(=O)CSc2nc(N)cc(=O)[nH]2)C1 (stereo unspecified)	6.4%	-7.3%	3.6%	0.8%	2.9%

Gathered by group: those above containing a cyano group.
SMILES	H1N1 NS1A inhibition	PhoP GFP inhibition	M. tuberculosis	VEEV TC-83 Vero	M. tuberculosis HTS	others
N#Cc1ccsc1NC(=O)COC(=O)c1cc(Br)ccc1O	2.4%	4.1%	22.1%	i	2.6%
CC(Sc1ccc(S(=O)(=O)N2CCN(C)CC2)cn1)C(=O)NC1(C#N)CCCCC1 (stereo unspecified)	-10.2%	x	x	0.7%	x

Continuation:
SMILES	H1N1 NS1A inhibition	PhoP GFP inhibition	M. tuberculosis	VEEV TC-83 Vero	M. tuberculosis HTS	others
C/C(=N\NC(=S)NC(C)C)c1cccc([N+](=O)[O-])c1	-4.6%	-2.0%	u	1.2%	6.9%
COc1cc(NC(=O)CN2C(=O)c3ccccc3S2(=O)=O)cc(OC)c1	-12.8%	x	-9.7%	2.3%	5.0%
CC(C)/C=C(/C(=O)c1ccc(Cl)cc1Cl)n1cncn1	-11.0%	-2.8%	-0.1%	i	4.4%
O=c1c(C(c2ccc(Br)cc2)c2c(O)nc3n(c2=O)CCCS3)c(O)nc2n1CCCS2	11.9%	6.7%	-16.1%	2.2%	2.8%
Cc1ccc([N+](=O)[O-])cc1NC(=O)CN(C)CCOc1ccccc1	-7.8%	-21.4%	6.9%	i	10.6%
Oc1c(Br)cc(/C=N/n2c(-c3ccccc3)n[nH]c2=S)c(O)c1Br	5.7%	1.0%	-3.1%	4.0%	-2.3%
NC(=S)N/N=C1\CCSc2ccc(Cl)cc21	x	1.7%	u	4.8%	-6.0%
O=C(CSc1nc2ccccc2c(=O)n1-c1ccccc1)c1cccc([N+](=O)[O-])c1	-10.8%	0.7%	41.4%	9.5%	13.1%
C=CCn1c(-c2cccn(Cc3cccc(Cl)c3)c2=O)n[nH]c1=S	2.0%	-1.9%	9.3%	2.5%	-0.6%
CCCc1cc(=O)[nH]c(SCC(=O)Nc2ccc(Br)cc2Br)n1	-1.6%	-8.0%	5.8%	1.1%	-10.1%	VEEV TC-83 Vero 10K pilot screen=1.4
CC(C)(C)C(=O)NC(Nc1cccc2cccnc12)C(Cl)(Cl)Cl (stereo unspecified)	14.9%	12.3%	12.7%	5.4%	5.7%
COc1ccc(CN(C(=O)c2snc(C(N)=O)c2N)C(C(=O)NC(C)(C)C)c2ccco2)cc1 (stereo unspecified)	4.0%	2.4%	11.8%	0.3%	3.3%
CCCc1cc(=O)n2[nH]c(-c3cccc(Br)c3)cc2n1	-6.6%	-4.3%	3.8%	2.1%	5.0%
CC(C)Cn1nc(NC(=O)C(C)(C)C)c2cc3ccccc3nc21	-0.6%	1.1%	10.1%	7.1%	-0.3%
CCOC(=O)c1cc(-c2ccccc2)n(CC(=O)N2CCCC2)c1C	-20.9%	-9.0%	7.1%	4.1%	-6.2%
COC(=O)c1ccccc1NC(=O)Nc1nnc(N2CCCCC2C)s1 (stereo unspecified)	30.8%	x	x	0.7%	-6.8%
Cc1ccc(-n2cc(CCCCCCCCC(=O)O)nn2)cc1	-7.8%	4.0%	36.3%	5.0%	10.5%
